# esBAF inh: blocks esBAF chromatin remodeling in mouse ES cells | 2% of 350,000 active | AID 602393 | reporter increase, % at 12.5 µM | Bmi1-luciferase knock-in reporter, 24 h; 100% = twice the neutral-well signal; in the data active = activation above about 40%;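 also: 0% = median of the plate's neutral control wells and 100% = double that signal; a rise in the Bmi1 reporter signal indicates esBAF inhibition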
# ERp5 block: inhibitors of human ERp5 | ERp5 insulin aggregation, absorbance 650 nm, 90 min | 0.05% of 350,000 active | inhibition, % at 9.99 µM;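 active = mean replicate inhibition above about 25%, with every replicate also reaching it, limit read from the data, passing the limit was not always enough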
# Target sequence (Q15084 whole entry, looked up): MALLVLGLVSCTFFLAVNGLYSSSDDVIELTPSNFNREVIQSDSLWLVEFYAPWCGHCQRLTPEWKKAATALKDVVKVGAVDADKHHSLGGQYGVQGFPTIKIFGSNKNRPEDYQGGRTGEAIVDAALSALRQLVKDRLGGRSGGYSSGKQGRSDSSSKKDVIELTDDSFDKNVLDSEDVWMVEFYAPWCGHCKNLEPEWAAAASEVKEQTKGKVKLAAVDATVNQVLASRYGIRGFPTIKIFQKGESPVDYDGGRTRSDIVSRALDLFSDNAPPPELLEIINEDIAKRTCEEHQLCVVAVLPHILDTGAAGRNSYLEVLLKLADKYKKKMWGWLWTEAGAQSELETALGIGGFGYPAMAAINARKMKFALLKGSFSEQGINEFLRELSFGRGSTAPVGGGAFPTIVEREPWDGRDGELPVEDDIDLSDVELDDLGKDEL
# ERAP1 HTS inh: blocks human ERAP1 aminopeptidase activity; Q9NZ08; recombinant ERAP1, Leu-AMC fluorescence, 60 min; inhibition, % at 10.7 µM; 0.15% of 340,000 active; AID 652197;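 active = mean replicate inhibition of at least 30%, or all replicates individually reaching that 30% level; inactive = mean below 30% and not every replicate reaching it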;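 also: 0% = neutral control wells and 100% = L-leucinethiol positive control wells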
# RAD54 inh: blocks human RAD54 Holliday junction branch migration; AID 602329; Q92698; 0.14% of 360,000 active; FAM/BHQ fluorescence; inhibition, % at 10.4 µM;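 active = mean normalized replicate activity at least 40 and at least half of replicates scoring 40 or more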;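 also: 0% = median of neutral control wells and 100% = median of positive control wells; inhibitors cause a drop in the FAM fluorescence signal; in these data hits start at about 50%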
# RAD52 inh: RAD52 (human) annealing inhibition | P43351 | recombinant RAD52 DNA annealing, FRET fluorescence | inhibition, % at 18.7 µM | 0.46% of 360,000 active | AID 651710;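 active = every replicate showing at least 50% inhibition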
# Xi reactivation: reactivates the inactive X chromosome in mouse fibroblasts | XiGFP mouse fibroblasts, % GFP-positive cells imaging, 3 d; cells co-treated with 5-aza-dC sensitizer; scaled so ellipticine positive control = 100% | activation, % at 7.58 µM | 0.055% of 360,000 active | AID 743238;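 active = mean normalized replicate activation at least 10% and every replicate at or above 10%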;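 also: 0% = median of on-plate neutral control wells and 100% = ellipticine 6 µM median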
#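 Assay system: SV40-immortalized XiGFP fibroblast cells, line 68-5-11; buffer or medium: DMEM plus 5-aza-dC sensitizer; compound: one concentration, pinned; timing: compounds 3 days, fix/stain 15 min at room temperature; benchmarks: positive control ellipticine, 6 µM final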
# E-sel inducer: induces E-selectin expression in human endothelial cells | P16581 | HUVEC E-selectin immunofluorescence imaging; normalized: neutral wells 0, TNF-alpha wells 100 | activation, % at 7.58 µM | 0.37% of 260,000 active | AID 686992;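 active = mean E-selectin-positive cell signal at least 10% of the positive control, reached in at least 60% of replicates, without over 20% cell loss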;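 also: in these data hits start at about 27%; measured in HUVEC primary endothelial cells; signal is the percent of cells scored E-selectin positive by PE staining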
# Target sequence (P16581 whole entry, looked up): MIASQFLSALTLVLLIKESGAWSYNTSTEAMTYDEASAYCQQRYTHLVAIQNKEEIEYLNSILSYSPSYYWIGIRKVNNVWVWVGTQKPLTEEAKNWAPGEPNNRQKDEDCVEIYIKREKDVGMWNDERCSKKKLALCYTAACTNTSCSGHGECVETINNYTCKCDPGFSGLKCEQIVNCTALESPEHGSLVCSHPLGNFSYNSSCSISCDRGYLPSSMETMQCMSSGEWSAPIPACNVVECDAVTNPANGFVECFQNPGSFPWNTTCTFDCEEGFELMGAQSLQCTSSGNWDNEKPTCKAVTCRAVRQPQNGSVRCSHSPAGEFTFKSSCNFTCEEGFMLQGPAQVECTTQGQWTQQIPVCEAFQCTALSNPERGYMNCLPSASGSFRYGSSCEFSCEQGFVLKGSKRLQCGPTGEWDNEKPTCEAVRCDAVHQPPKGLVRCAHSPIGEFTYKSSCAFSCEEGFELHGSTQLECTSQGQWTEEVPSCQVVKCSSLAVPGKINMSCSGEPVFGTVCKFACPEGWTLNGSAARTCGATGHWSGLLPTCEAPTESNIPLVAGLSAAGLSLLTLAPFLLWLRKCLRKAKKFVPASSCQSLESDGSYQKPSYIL
#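 System: HUVEC, human umbilical vein endothelial cells; quantity: 3,000 cells/well; buffer or medium: EGM-2 medium, gelatin-coated wells; dosing: single-point compound dose; detection: immunofluorescence imaging; evaluation: % PE-positive cells; benchmarks: TNF-alpha, DMSO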
# S100A4 MyoIIA: S100A4-myosin IIA interaction inhibition; P26447; S100A4/TAMRA-MyoIIA peptide fluorescence polarization; inhibition, % at 10.7 µM; 0.14% of 360,000 active; AID 652163;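 active = mean inhibition of at least 70% across replicates, with every replicate also reaching that level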
#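 Material: human S100A4 monomer with TAMRA-labelled myosin IIA peptide; buffer or medium: HEPES pH 7.2 with CaCl2, KCl, NaCl, DTT, Triton; compound dosing: one concentration per compound; schedule: 5 min incubation before reading; benchmarks: neutral control DMSO, positive control TFP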
# Starred values were filed as active, the others as inactive; / = not tested or not shown.
SMILES,esBAF inh,ERp5 block,ERAP1 HTS inh,RAD54 inh,RAD52 inh,Xi reactivation,E-sel inducer,S100A4 MyoIIA
O=C(O)c1ccccc1Oc1ccc(Oc2ccccc2)cc1,13,-1,-4,-10,-15,0.0,/,1
O=C(C1CCOCC1)N1CC(=O)N2[C@H](C1)[C@H](c1ccc(Br)cc1)[C@@H]2CO,/,-2,2,/,-10,0.3,0.2,-1
COc1ccc(N2C(=O)NC(NS(=O)(=O)c3ccccc3)(C(F)(F)F)C2=O)cc1 (configuration not stated),-3,-6,3,3,4,0.3,/,-2
Cc1ccc(S(=O)(=O)Nc2ccc3c(c2)CC(=O)N([C@@H](C)CO)C[C@@H](C)[C@@H](CN(C)C)O3)cc1,-1,3,-1,7,3,0.1,-0.7,0
O=C(CN1C(=O)c2ccc([N+](=O)[O-])cc2C1=O)NCc1ccc(C(=O)O)cc1,2,6,-2,-11,-7,0.1,0.3,1
COc1ccc(CC(=O)NCc2nnc(SCC(=O)c3ccc(OC)cc3)n2C)cc1,1,-5,-3,-7,0,-0.1,/,2
COC(=O)[C@@]1(Cc2ccccc2)N=C(c2ccc(OCCCO)cc2)O[C@H]1c1ccccc1CN=[N+]=[N-],/,0,0,-1,-10,/,/,-45
Cc1ccc(S(=O)(=O)Nc2c(C)cc([N+](=O)[O-])cc2C)cc1,/,-10,1,/,-7,0.0,0.2,1
CN(C)CC(=O)N1[C@@H]2c3ccc(-c4ccccc4)c(=O)n3C[C@@H]2[C@@H](CO)[C@@H]1C(=O)NC1CCC1,-4,4,2,5,14,0.1,-0.3,3
C[C@@H]1CCCCO[C@H](CN(C)C(=O)Nc2ccc(C(F)(F)F)cc2)[C@H](C)CN([C@H](C)CO)C(=O)c2cc(NC(=O)Cc3ccccc3)ccc2O1,4,/,/,-2,/,-0.1,0.8,/
CCOC(=O)[C@H]1[C@H]2COc3ccc(Br)cc3[C@H]2N2C(=O)CN(Cc3ccc(C)cc3)C(=O)[C@@]12C,3,0,/,-2,-52,0.1,2.0,-1
COc1cccc(-c2csc(N3CCN(C(=S)Nc4cccc(Cl)c4)CC3)n2)c1,11,6,-2,0,-34,/,/,0
O=C1/C(=C/c2ccncc2)CCC/C1=C\c1ccncc1,-72,-4,/,11,-13,-0.2,-0.3,-5
C[C@@H](NC(=O)C[C@@H]1C[C@@H]2c3cc(NC(=O)CN(C)C)ccc3O[C@@H]2[C@@H](CO)O1)c1ccccc1,3,-4,-1,16,10,0.0,0.9,-2
Cc1nc(SC(C)C(=O)Nc2cccc(C(F)(F)F)c2)c2c(C)c(C(=O)O)sc2n1 (configuration not stated),-12,-3,-4,/,1,0.0,-2.8,-1
CN1c2ccc(Br)cc2[C@@H]2[C@@H](CCN2C(=O)CN2CCOCC2)[C@@H]1CO,-3,-4,/,-1,-35,-0.1,-0.2,/
CC(=O)Nc1ccc(OCC(O)Cn2ccnc2C)cc1 (configuration not stated),/,4,14,/,2,0.3,/,2
COC(=O)c1sc(-c2ccccc2)cc1NC(=O)C1CC1,/,-7,-1,/,9,0.2,6.7,-2
CCn1c(SCC(=O)Nc2cc(C)on2)nnc1-c1ccc(S(=O)(=O)N2CCCC2)cc1,-5,1,3,-7,-12,/,/,5
O=C(CN(C(=O)CCC(=O)Nc1nccs1)c1ccc(F)cc1)NCc1ccc(F)cc1,-5,3,2,-13,2,0.1,0.0,-1
Cc1ccc(S(=O)(=O)/C=C/c2ccccc2)cc1,/,-5,-3,-4,-15,0.0,/,0
O=c1[nH]c2ccc(S(=O)(=O)N3CCCCC3)cc2o1,4,4,0,-2,-13,/,/,-4
CCOC(=O)N/N=C/c1ccccc1OCc1ccc(Cl)cc1,/,-5,-2,/,-6,0.0,-2.7,1
COc1ccc(N(CC(=O)NCc2ccc(F)cc2)C(=O)CCC(=O)Nc2nccs2)cc1,-2,-2,-1,-12,4,0.0,0.1,-3
COc1ccc(NC(=O)Nc2cccc3ccccc23)cc1OC,7,-12,-4,8,-20,0.4,-0.2,4

# Pulled one by one from the entries so far (5):
SMILES,esBAF inh,ERp5 block,ERAP1 HTS inh,RAD54 inh,RAD52 inh,Xi reactivation,E-sel inducer,S100A4 MyoIIA
Cc1ccc(S(=O)(=O)Nc2ccc3c(c2)CC(=O)N([C@@H](C)CO)C[C@@H](C)[C@@H](CN(C)C)O3)cc1,-1,3,-1,7,3,0.1,-0.7,0
O=C(CN(C(=O)CCC(=O)Nc1nccs1)c1ccc(F)cc1)NCc1ccc(F)cc1,-5,3,2,-13,2,0.1,0.0,-1
COC(=O)c1sc(-c2ccccc2)cc1NC(=O)C1CC1,/,-7,-1,/,9,0.2,6.7,-2
CN(C)CC(=O)N1[C@@H]2c3ccc(-c4ccccc4)c(=O)n3C[C@@H]2[C@@H](CO)[C@@H]1C(=O)NC1CCC1,-4,4,2,5,14,0.1,-0.3,3
Cc1ccc(S(=O)(=O)/C=C/c2ccccc2)cc1,/,-5,-3,-4,-15,0.0,/,0

# Other structures follow.
SMILES,esBAF inh,ERp5 block,ERAP1 HTS inh,RAD54 inh,RAD52 inh,Xi reactivation,E-sel inducer,S100A4 MyoIIA
O=C(C[C@@H]1C=C[C@@H](NS(=O)(=O)c2cccc(F)c2)[C@@H](CO)O1)NCc1ccc2c(c1)OCO2,1,1,1,-1,5,-0.4,-0.4,83*
O=C(c1ccc2c(c1)OCO2)N1CC[C@@H]2[C@H]1c1cc(C#Cc3ccccc3)ccc1N[C@@H]2CO,-12,/,/,-10,/,0.0,0.0,/
CC(=O)Nc1ccc(S(=O)(=O)NCCCCNS(=O)(=O)c2ccc(NC(C)=O)cc2)cc1,1,-2,-4,5,-18,0.2,/,-1
COc1ccc(Cl)cc1NC(=O)CN(C)C(=O)CN1C(=O)NC2(CCCC2)C1=O,-1,2,1,9,-3,-0.1,0.0,-10
C[C@H]1CN([C@@H](C)CO)C(=O)c2cc(NC(=O)NC3CCCCC3)ccc2O[C@H]1CN(C)S(=O)(=O)c1cn(C)cn1,1,-2,-5,6,-6,0.3,/,-4
CCOC(=O)c1ccc(S(=O)(=O)N2CCN(C(=O)c3cc4ccccc4o3)CC2)cc1,-5,-3,-6,-3,-15,0.2,-0.1,-4
O=C(NC(=S)Nc1nc2c(s1)CCCC2)c1ccccc1,/,-2,-2,-7,-3,-0.1,/,1
C[C@@H]1CN([C@@H](C)CO)C(=O)c2cc(NS(=O)(=O)c3cn(C)cn3)ccc2O[C@@H](C)CCCCO[C@H]1CN(C)C(=O)CCCN(C)C,0,7,-4,2,14,-0.7,0.2,7
CCCC(=O)Nc1sc(Cc2ccccc2)c(C)c1C(N)=O,5,-1,1,-6,-24,0.0,-0.4,-2
CC(C)C(C)N(Cc1ccc(C(=O)O)cc1)C(=O)c1ccc2ccccc2n1 (configuration not stated),/,-6,-1,0,-2,0.0,0.7,-4
CCOP(=O)(OCC)C(Nc1ccc(OC)cc1)c1ccco1 (configuration not stated),2,3,-2,-9,-1,0.5,0.2,-2
CCCNC(=O)N1CC2(CN(CC3CCCC3)C2)c2c(n(C)c3cc(OC)ccc23)[C@H]1CO,/,-1,-5,/,16,0.2,1.2,11
CC1=C(C(=O)Nc2ccc(C)cn2)C(c2cnn(C)c2)C2=C(CCCC2=O)N1 (configuration not stated),-1,-2,2,-8,-5,0.0,-1.1,-6
O=C(C1CCCC1)N1[C@@H](CO)[C@@H]2c3ccccc3N(S(=O)(=O)c3ccc(F)cc3)C[C@@H]21,1,2,-3,-2,-35,0.1,-0.1,6
C#Cc1cccc(C(=O)N2CCCC(CCC(=O)NCc3ccccc3F)C2)c1 (configuration not stated),10,9,-1,8,-11,0.4,-1.5,-2
Cc1cc(Cl)nc(-c2ccccc2)n1,/,3,8,/,-7,-0.1,4.3,-1
CN(C)C(CNC(=O)c1cc(Br)c(Br)s1)c1ccco1 (configuration not stated),4,-5,-2,-17,-353,0.2,-0.2,-1
COc1ccccc1CNC(=O)c1cc(C2CC2)nc2c1cnn2C(C)C,0,0,0,-6,-43,-0.1,4.5,-2
COc1cc2c(cc1[N+](=O)[O-])n(C(C)C)c(=O)n2C(C)C,/,3,-1,/,-9,0.3,/,-2
COc1ccc2c(c1)C(c1cccs1)=NNC(c1cccnc1)=N2,/,-5,-2,/,-13,0.0,-1.7,3
CO[C@H]1CN(C)C(=O)c2cc(NC(=O)Nc3cccc(F)c3)ccc2OC[C@@H](C)N(C)C[C@@H]1C,1,2,-2,6,10,0.3,0.0,-20
Cn1nc(-c2ccccc2)c(/C=N/O)c1Cl,/,-4,2,/,-24,0.1,/,0
CCc1cc(=O)oc2cc(C)cc(OCC(=O)N3CCC[C@@H]3C(=O)O)c12,-6,-4,/,-7,2,/,/,2
S=c1[nH]nc(-c2ccccc2)n1/N=C/c1ccc(Cl)cc1,-9,-1,6,-10,-6,0.0,/,8
C[C@H](CO)N1C[C@H](C)[C@@H](CN(C)C)Oc2ccc(NS(=O)(=O)c3ccc(F)cc3)cc2CC1=O,-3,-10,1,4,8,0.3,-15,-1

# (more compounds)
SMILES,esBAF inh,ERp5 block,ERAP1 HTS inh,RAD54 inh,RAD52 inh,Xi reactivation,E-sel inducer,S100A4 MyoIIA
O=C(COC(=O)c1cc(Cl)ccc1Cl)NC1CCCC1,-8,3,1,2,-9,0.1,-0.3,4
COc1ccc2c3c([nH]c2c1)[C@H](CO)N(C(=O)C1CCC1)CC31CCN(C(=O)c2ccccn2)CC1,/,6,2,/,15,0.3,-0.2,-5
OC[C@H]1[C@@H]2c3ccccc3NC[C@@H]2N1Cc1ccccc1Cl,2,2,1,-3,4,0.1,0.0,-2
CO[C@H]1CN(C)C(=O)c2ccc(NC(=O)Cc3ccccc3)cc2OC[C@H](C)N(CC2CC2)C[C@@H]1C,/,/,1,/,-10,0.1,7.0,-27
C[C@@H]1CN([C@H](C)CO)C(=O)c2cc(NS(=O)(=O)c3ccc(F)cc3)ccc2O[C@@H](C)CCCCO[C@H]1CN(C)Cc1ccc(C(F)(F)F)cc1,-3,5,2,-4,-18,0.4,1.1,3
O=C(NCc1ccc(Cl)s1)C1CCC(=O)N(CCc2ccccn2)C1 (configuration not stated),-2,0,0,-6,-10,0.0,/,-1
CO[C@@H]1CN(C)C(=O)c2cc(NC(=O)NC3CCCCC3)ccc2OC[C@H](C)NC[C@H]1C,-2,1,-2,5,-3,0.1,-0.1,17
N#Cc1c(SCC(=O)Nc2cccc(C(F)(F)F)c2)sc2c(O)cc(=O)[nH]c12,-4,4,3,-7,-24,0.0,-0.2,-4
O=C(Cc1ccccn1)NCC[C@@H]1CC[C@H](NS(=O)(=O)c2ccc(Cl)cc2)[C@H](CO)O1,-2,-1,-1,-8,-1,-0.3,-0.2,11
CCCCNC(=O)N1CCN(C/C=C/c2ccccc2)CC1,/,-1,2,/,-9,0.1,/,-4
Cc1ccc(NC(=O)COc2cccc(C)c2C)cc1S(=O)(=O)N1CCCCCC1,/,2,3,/,-16,0.2,-0.3,2
CCCC#Cc1ccc([C@@H]2[C@H](CO)N3CCCCN(CC4CCOCC4)C[C@@H]23)cc1,3,9,0,3,0,0.2,0.3,-2
Cc1ccnc(N2C(=O)c3cccc4c([N+](=O)[O-])ccc(c34)C2=O)c1,-1,-4,1,-1,-88,/,/,-23
CC(C)NC(=O)N[C@H]1CC[C@H](CCNC(=O)C2CCCC2)O[C@@H]1CO,-2,2,/,0,-1,0.3,0.1,-4
O=C(Nc1ccccc1NC(=O)c1ccccc1Cl)c1ccccc1Cl,-7,4,0,-4,-1,0.3,/,2
O=C1c2ccccc2C(=O)N1CCN1CCOCC1,1,0,/,-3,-1,0.1,2.2,-1
COC(=O)CSc1nc(NC(C)C)nc(N(C)C)n1,-4,-3,2,-3,-6,0.0,2.7,-3

# Bioassay records deposited in PubChem by Broad Institute.
